Assay outcomes deposited in PubChem BioAssay by National Center for Advancing Translational Sciences (NCATS).
NPSR antagonist: blocks cAMP signaling of the human neuropeptide S receptor; Q6W5P4; CHO-NPSR cells, cAMP TR-FRET, antagonist mode; Potency, µM (doses to about 38.3 µM), for inactives: top-dose activity change, negative = inhibition, usual class: inhibitors; 220,000 tested, 1% active; AID 1461; further: potency means the concentration at half of the fitted maximal effect; on the % scale 0 is the no-effect control and ±100 the full control effect; nearly all actives have a fitted effect of over 50% in size; many of its hits are not listed in these tables
Tau fluor counter: counter-screen for tau fibril formation inhibitors | tau K18 P301L (four-repeat tau fragment) Alexa594 fluorescence, heparin fibrillization | 280,000 tested, 0.93% active | Potency, µM (doses to about 57.7 µM), inactives show top-dose activity change, negative = decrease; further: potency means the concentration at half of the fitted maximal effect; on the % scale 0 is the no-effect control and ±100 the full control effect; nearly all actives have a fitted effect of over 55% in size
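Human K18 P301L tau (15 uM unlabeled plus 0.24 uM Alexa 594-labeled, final) in 100 mM sodium acetate pH 7 was mixed with compound and 20 uM heparin and incubated 6 hr at 37 C.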
Epigenetic derep: epigenetic control regulation, reporter derepression; Potency, µM (titrated, usually from 53.9 µM), for the others: at the top dose GFP activation, most hits filed as activators; 280,000 tested, 0.2% active; AID 1865; murine LDR cells, GFP reporter derepression, 30 h; further: potency means the concentration at half of the fitted maximal effect; % of control where 0% means no effect; nearly all actives have a fitted effect of over 60% in size
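GFP-positive cell count by laser-scanning cytometry (objects 20–120 um) after 30 h, 37 C compound exposure of murine LDR cells; reporter is CMV-GFP integrated at a silenced locus, inducible by HDAC or DNMT inhibitors.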
TR SRC2 fluor cs: Texas Red fluorescence interference in TRb-SRC2 counter-screen; 280,000 tested, 0.29% active; AID 1479; Potency, µM (doses to about 106 µM), for the others: top-dose fluorescence change, negative = quenching; TRb/SRC2 Texas Red total fluorescence interference; active means well fitted curve in either direction with a large enough effect; inconclusive means small, poorly fitted or top-dose-only effect; further: potency means the concentration at half of the fitted maximal effect; on the % scale 0 is the no-effect control and ±100 the full control effect
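Human TRβ ligand-binding domain (0.6 uM) and Texas Red SRC2 peptide (20 nM) in Tris buffer with 1 uM T3 and 5% DMSO were incubated with pinned compound for 5 hr at ambient temperature. Total fluorescence was computed as S + 2P (555/632 nm).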
Tau fibril FP: blocks human tau fibril formation measured by polarization | P10636 | K18 P301L tau heparin fibrillization, Alexa594 FP, 6 h | Potency, µM (series often up to 57.7 µM), without a hit: top-dose activity, negative = inhibition, most hits filed as inhibitors | 280,000 tested, 0.39% active | AID 1468; further: potency means the concentration at half of the fitted maximal effect; on the % scale 0 is the no-effect control and ±100 the full control effect; nearly all actives have a fitted effect of over 55% in size
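K18 P301L tau (15 uM unlabeled/0.24 uM Alexa 594-labeled, final) + compound + heparin 20 uM final; 100 mM NaOAc pH 7; 6 hr 37 C; ThT 30 uM final added, 1 hr RT; FP ex 555/em 632 nm.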
GLA spleen mod: inhibits or activates alpha-galactosidase in human spleen homogenate. human spleen homogenate, 4MU-alpha-Gal fluorescence, 40 min. Potency, µM (doses to about 80 µM), inactives show top-dose activity change, negative = inhibition, most hits filed as inhibitors. 240,000 tested, 0.008% active. AID 2107;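 further: potency means the concentration at half of the fitted maximal effect; 0% = enzyme with vehicle and -100% = no enzyme basal signal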
Target sequence (P06280 32-429 limits assumed): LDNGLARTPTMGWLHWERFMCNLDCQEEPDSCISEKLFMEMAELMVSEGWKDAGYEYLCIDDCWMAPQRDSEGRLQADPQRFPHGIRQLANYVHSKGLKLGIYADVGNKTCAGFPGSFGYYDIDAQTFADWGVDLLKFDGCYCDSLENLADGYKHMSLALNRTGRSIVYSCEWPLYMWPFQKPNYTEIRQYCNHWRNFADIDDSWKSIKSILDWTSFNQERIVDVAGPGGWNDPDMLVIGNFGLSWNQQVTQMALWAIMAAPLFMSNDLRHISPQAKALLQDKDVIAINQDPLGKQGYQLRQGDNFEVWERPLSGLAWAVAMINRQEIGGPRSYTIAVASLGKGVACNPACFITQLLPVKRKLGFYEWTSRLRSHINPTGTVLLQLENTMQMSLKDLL
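Human spleen homogenate (1 ug) as enzyme source, 4-methylumbelliferyl-alpha-D-galactopyranoside 1 mM final, citrate/phosphate pH 5.0 with 0.01% Tween-20. Compounds 40 min at 37C, NaOH/glycine stop; fluorescence Ex 365/Em 440, Hill-fit AC50.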
TRb-SRC2 inh: inhibitors of human thyroid hormone receptor beta-SRC2 interaction; P10828; TRbeta-SRC2 peptide binding, fluorescence polarization; receptor liganded with 1 µM T3; Potency, µM (top dose mostly 106 µM), without a hit: at the highest dose activity change, negative = inhibition, usual class: inhibitors; 280,000 tested, 0.065% active; AID 1469;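 further: potency means the concentration at half of the fitted maximal effect; plate controls were bound peptide for no effect and peptide without receptor for full effect; nearly all actives have a fitted effect of over 50% in size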
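Each compound concentration gave % activity, normalized to unbound and bound Texas Red SRC2 controls, from polarization read after 5 hr ambient incubation with T3-loaded human TRb LBD.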
CBFb RUNX1 block: inhibitors of human CBF-beta and RUNX1 interaction; Q01196+Q13951; AlphaScreen CBFb-His/RUNX1-biotin binding, biochemical; Potency, µM (series often up to 59.8 µM), inactives show at the top dose activity, negative = inhibition, usual class: inhibitors; 230,000 tested, under 10 active; AID 1477; further: % of control where 0% means no effect
Target sequence (Q01196 whole entry, looked up): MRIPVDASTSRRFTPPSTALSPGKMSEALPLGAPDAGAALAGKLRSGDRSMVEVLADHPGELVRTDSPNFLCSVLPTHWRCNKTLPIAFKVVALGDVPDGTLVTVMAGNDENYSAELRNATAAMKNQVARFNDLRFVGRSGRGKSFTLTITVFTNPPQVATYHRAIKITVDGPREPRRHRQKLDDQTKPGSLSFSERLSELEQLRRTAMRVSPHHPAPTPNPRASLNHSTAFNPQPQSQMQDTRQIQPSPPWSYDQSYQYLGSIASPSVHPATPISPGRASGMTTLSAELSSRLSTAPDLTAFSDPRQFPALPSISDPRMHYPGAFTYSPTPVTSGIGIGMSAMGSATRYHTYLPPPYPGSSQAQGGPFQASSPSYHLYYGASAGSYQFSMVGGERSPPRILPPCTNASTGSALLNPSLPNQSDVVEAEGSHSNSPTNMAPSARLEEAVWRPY
Target sequence (Q13951 whole entry, looked up): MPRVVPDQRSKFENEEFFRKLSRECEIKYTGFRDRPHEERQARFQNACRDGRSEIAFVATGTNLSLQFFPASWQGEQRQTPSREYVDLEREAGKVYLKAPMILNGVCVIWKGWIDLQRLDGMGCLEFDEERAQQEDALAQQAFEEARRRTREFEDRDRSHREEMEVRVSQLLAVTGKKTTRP
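AlphaScreen proximity signal reports loss of binding between His-tagged CBF-beta and biotin-labelled RUNX1, each at 30 nM. Proteins are pre-associated for 20 minutes, compounds added for 15 minutes, then beads for 90 minutes, all at ambient temperature.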
* hit, by the source's call; ? = inconclusive; . = no result given; [ ] = remark or other dose. Unless noted, the call rests on the fitted dose curve; in most records, active means well fitted curve in the direction sought with a large enough effect; inconclusive means small, poorly fitted or top-dose-only effect, or another doubt; inactive means no such curve, though single readings can be large; an effect the other way counts as inactive or inconclusive. This is a subset; count on the stated rates, not on these rows.

SMILES	NPSR antagonist	Tau fluor counter	Epigenetic derep	TR SRC2 fluor cs	Tau fibril FP	GLA spleen mod	TRb-SRC2 inh	CBFb RUNX1 block
CCCNC(=O)c1cccc(Cn2nc(C)c(Br)c2C)c1	-12%[46.1 µM]	-10%	-1.0%	-2%	7%	1%	-19%	1%
CC(SCc1ccccc1)C(=O)N/N=C/c1ccc2c(c1)OCO2 (stereo unspecified)	-8%[46.1 µM]	-14%	-0.9%	1%	-5%	2%	-10%	3%
CCCC1(CCC)NC(=O)N(CC(=O)c2cc(C)n(-c3ccc4c(c3)OCO4)c2C)C1=O	?	0%	0.0%	-2%	8%	6%	-1%	-7%
Cc1nc2sc(C(c3ccc(Cl)cc3)N3CCN(C(=O)c4ccco4)CC3)c(O)n2n1 (stereo unspecified)	-11%[46.1 µM]	-4%	-1.1%	-3%	4%	14%	2%	1%
Cc1ccc2c(c1)nnn2C1CCN(CC(=O)NCc2ccccc2F)CC1	-31%	8%	-6.3%	-1%	-1%	-8%	-2%	-1%
Cc1cccc(N2CCN(C(=O)c3cnn(-c4ccccc4)c3C3CCN(C(=O)OC(C)(C)C)CC3)CC2)c1C	.	-8%	-1.3%	-3%	-1%	.	-5%	.
COc1cc(C(=O)NCC(C)C)c([N+](=O)[O-])cc1OC	-11%[46.1 µM]	-6%	-0.9%	0%	-4%	-4%	-17%	2%
CCOC(=O)CC(NC(=O)c1cccc2c1C(=O)N(Cc1cccnc1)C2)c1ccc(OCC)c(OC)c1 (stereo unspecified)	-18%	-22%	-0.2%	0%	-7%	7%	-4%	1%
CCOC(=O)N1CCC(NC(=O)Cn2cc3c(n2)CCCC3)CC1	-5%[46.1 µM]	1%	-0.8%	1%	2%	4%	6%	6%
Cc1nc(NCc2ccccc2)c2nc(-c3ccccc3)n(CCCN3CCCCC3C)c2n1 (stereo unspecified)	.	-12%	5.0%	3%	3%	-3%	-2%	0%
Cc1ccc(C)c(CN2C(=O)C(O)(c3c[nH]c4ccccc34)c3ccccc32)c1 (stereo unspecified)	.	?	-1.1%	-79%[53 µM]	-2%	.	-25%[53 µM]	.
Cc1cc(NC(=O)CSc2nnc(N)s2)c([N+](=O)[O-])cc1C	1%	-20%	1.1%	4%	13%	0%	0%	-9%
Oc1nc(Nc2ccccc2)sc1/C=C1\C=Nc2ccccc21	14%[7.67 µM]	8.9µM*[quencher]	-0.3%	-13%	-14%	18%	4%	-19%
COCCCNC(=O)C1CCN(c2cc(C)nc3c(-c4ccc(OC)c(OC)c4)c(C)nn23)CC1	.	-12%	-1.1%	-1%	10%	.	2%	.
CC(=O)Nc1cccc(/C(C)=N/Nc2nc3ccccc3s2)c1	-15%	?	0.0%	-11%	10%	-20%	6%	?
N#Cc1c[nH]n2c(NC3CCCC3)c(-c3cccc(Br)c3)nc12	.	-11%	0.4%	-2%	?	.	0%	.
COc1ccccc1/C=C/C=N/NC(=O)Cc1cccn1C	-13%	-2%	-1.8%	-1%	-6%	8%	5%	-26%
CCCCOc1ccccc1C1CC(=O)Nc2ccc3ccccc3c21 (stereo unspecified)	.	-17%	2.8%	0%	2%	.	0%	.
Cc1ccc(-c2onc(C)c2C)cc1S(=O)(=O)Nc1cccc(Cl)c1C	.	?	-1.8%	0%	4%	.	-4%	.
CCc1nn(CC(=O)NC2CC2)c(=O)c2cc3c(OC)cccc3n12	.	-4%	0.8%	-1%	-4%	.	14%	.

Some of these compounds in order of formula weight, low to high.
SMILES	NPSR antagonist	Tau fluor counter	Epigenetic derep	TR SRC2 fluor cs	Tau fibril FP	GLA spleen mod	TRb-SRC2 inh	CBFb RUNX1 block
CCOC(=O)N1CCC(NC(=O)Cn2cc3c(n2)CCCC3)CC1	-5%[46.1 µM]	1%	-0.8%	1%	2%	4%	6%	6%
CCCCOc1ccccc1C1CC(=O)Nc2ccc3ccccc3c21 (stereo unspecified)	.	-17%	2.8%	0%	2%	.	0%	.
Cc1ccc(C)c(CN2C(=O)C(O)(c3c[nH]c4ccccc34)c3ccccc32)c1 (stereo unspecified)	.	?	-1.1%	-79%[53 µM]	-2%	.	-25%[53 µM]	.

New compounds follow.
SMILES	NPSR antagonist	Tau fluor counter	Epigenetic derep	TR SRC2 fluor cs	Tau fibril FP	GLA spleen mod	TRb-SRC2 inh	CBFb RUNX1 block
COc1cc([N+](=O)[O-])ccc1NC(=O)Cn1ccsc1=N	-6%	-5%	-0.2%	-2%	1%	1%	-1%	15%
C[C@H](NCc1ccccc1)c1ccccc1	.	.	.	-1%	.	11%	0%	5%
COc1ccc(/C=C/C(=O)Nc2ccc(-c3nnc4n3CCCCC4)cc2)c(OC)c1	0%	-3%	3.3%	3%	-5%	1%	-19%	1%
CN1CCc2c(sc3c2C(=O)NC(c2ccc(OC(=O)c4ccccc4)cc2)N3)C1 (stereo unspecified)	.	-14%	1.8%	15%	?	.	-12%	.
COC(=O)C1=C(C)NC(=O)/C1=C\c1cc(C)n(-c2cccc(C)c2)c1C	-18%[46.1 µM]	?	0.0%	-1%	3%	5%	2%	-20%
Cc1ccccc1-c1noc(CCC(=O)Nc2cccc(C)c2C)n1	.	-7%	7.4%	4%	-4%	.	-7%	.
Cc1ccc(NC(=O)C(=O)Nc2ccccn2)cc1	9%	10%	2.6%	0%[53 µM]	-3%	6%	-1%[53 µM]	9%
Cc1ccc(S(=O)(=O)N(Cc2nc(-c3cccc(C)c3)no2)C2CCCCC2)cc1	.	?	1.9%	?	-8%	.	-3%	.
COc1ccc(C(=O)NC(=S)Nc2ccc3oc(=O)ccc3c2)cc1	-19%	5%	-2.3%	1%[53 µM]	-7%	5%	3%[53 µM]	-11%
NC(=O)COc1ccc(C2c3c(oc4ccccc4c3=O)C(=O)N2CC2CCCO2)cc1 (stereo unspecified)	-11%[46.1 µM]	-2%	-1.6%	1%	0%	0%	-5%	0%
O=c1c([N+](=O)[O-])cc(C(F)(F)F)cn1Cc1c(Cl)cccc1Cl	1%[46.1 µM]	0%	-1.3%	-1%	4%	5%	0%	4%
Cc1oc(-c2ccc(Cl)cc2)cc1C(=O)O	1%	10%	0.1%	-4%	3%	-10%	3%	3%
CN1CCN(Cc2ccc(OCc3ccccc3)cc2)CC1	-4%[46.1 µM]	-3%	-1.6%	0%	4%	-1%	-13%	-2%
CCC(CC)C(=O)Nc1cccc(C(=O)Nc2ccc(S(N)(=O)=O)cc2)c1	-3%	-1%	0.3%	-4%	2%	-5%	0%	6%
COc1ccc(CCNC(=O)Cn2ncc3c(=O)oc4ccccc4c32)c(OC)c1	.	10%	-4.2%	-1%	-9%	.	-4%	.
CCOc1cc(/C=N/NC(N)=O)cc(Br)c1OCc1ccccc1F	10%	?	-0.9%	-1%	?	4%	-7%	8%
Cc1cc(NC(=O)CCCn2nc(C)c([N+](=O)[O-])c2C)no1	14%	2%	-5.3%	-2%	-4%	-14%	-7%	11%
N#Cc1c(N2CCCCC2)nc(N)c2c(N)nc3c(c12)CC(c1ccccc1)O3 (stereo unspecified)	?	11µM*[quencher]	0.0%	-3%	15%	3%	-16%	11%
CC12CCC=CC1C(c1ccoc1)N(Cc1ccccc1)C2=O (stereo unspecified)	.	.	.	-1%	.	1%	0%	-2%
O=C1CCCC(NCCCCCCNC2=C([N+](=O)[O-])C(=O)CCC2)=C1[N+](=O)[O-]	-10%[46.1 µM]	-3%	0.0%	1%	1%	-2%	6%	-2%
COc1ccc(CC(NC(C)=O)C(=O)NC2CCN(c3c(Cc4ccccc4)c(C)nc4ncnn34)CC2)cc1OC (stereo unspecified)	11%	-10%	-1.0%	4%	6%	1%	2%	-6%
CC1C(=O)N2CCCc3cc(S(=O)(=O)Nc4ccc(Br)cc4F)cc1c32 (stereo unspecified)	.	-2%	-2.9%	-3%	8%	.	5%	.
Cn1nnnc1SCc1cccc(CSc2nnnn2C)n1	-7%[46.1 µM]	0%	8.4%	3%	1%	-4%	0%	3%
Cn1cccc1C(=O)c1ccc(Cl)cc1Cl	-11%[7.67 µM]	-10%	0.4%	2%	-3%	2%	-3%	-2%
COc1ccc2c(c1)CCC1C2=NN(/C(C)=C/C(C)=O)C1c1cccc(F)c1 (stereo unspecified)	20%	-17%	8.5%	-5%	5%	2%	-2%	2%
OCCC1CN(Cc2cnc(-c3ccccc3)s2)CCN1C1CCCC1 (stereo unspecified)	-10%	-5%	0.0%	2%	-5%	-6%	1%	0%
Cc1cccc(NC(=O)CCSc2nc(C)cc(C)n2)c1	-12%[46.1 µM]	-12%	-0.9%	-1%	-2%	-4%	4%	0%
CC(=O)c1ccc(NC(=O)C(C)Sc2nnnn2C)cc1 (stereo unspecified)	-7%[46.1 µM]	-4%	-4.7%	6%	-3%	-4%	6%	2%
COC(=O)c1cc(NC(=O)C2CC(=O)NC(=NCc3ccc(OC)cc3)S2)cc(C(=O)OC)c1 (stereo unspecified)	-7%	-24%	2.1%	-1%	?	5%	6%	8%
CC1CC(O)C(C)CN1 (stereo unspecified)	11%	-7%	0.1%	0%	-4%	-7%	6%	0%
Cc1ccccc1NC(=O)c1ccc(OCC(=O)Nc2ccccc2F)cc1	-2%	-6%	2.6%	-2%	-10%	3%	-3%	-1%
Fc1ccc(Nc2nc(SCc3cccc(F)c3)nc3ccccc23)cc1	.	?	-1.3%	0%	14µM*	.	8%	.
O=C(COC(=O)CCOc1ccccc1)NCCC1=CCCCC1	2%	-3%	1.1%	0%	7%	-4%	-8%	3%
Cc1ccc(S(=O)(=O)c2nc(-c3cccs3)oc2SCC(N)=O)cc1	-26%[46.1 µM]	-28%	1.0%	-1%	-11%	-2%	4%	1%
Cn1cnc(S(=O)(=O)Nc2cc(C(F)(F)F)ccc2N2CCOCC2)c1	-18%	-6%	0.0%	-4%	-4%	9%	6%	25%
CCc1ccc(C(=O)c2cn(CC(=O)Nc3cc(C)ccc3C)c3nc(C)ccc3c2=O)cc1	.	-9%	17%	0%	-20%	.	0%	.
Cc1cc(C)cc(N(C(=O)C(F)(F)F)C(C(=O)NC2CCCCC2)c2cccs2)c1 (stereo unspecified)	-2%[46.1 µM]	1%	0.0%	-2%	-4%	-1%	0%	2%
